HTR5A ag ctr: HTR5A agonism, opioid heterodimer counter-screen; P47898; HTR5A agonist assay, luminescence, cell-based; activation, % at 9.3 µM; 0.61% of 340,000 active; in the data active = activation mostly above about 9.5%, no sharp cut-off; inactive = mostly below about 7.6%;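 note: 0% = cells with vehicle only and 100% = reference agonist; strong numbers were not always called active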
Target sequence (P47898 whole entry, looked up): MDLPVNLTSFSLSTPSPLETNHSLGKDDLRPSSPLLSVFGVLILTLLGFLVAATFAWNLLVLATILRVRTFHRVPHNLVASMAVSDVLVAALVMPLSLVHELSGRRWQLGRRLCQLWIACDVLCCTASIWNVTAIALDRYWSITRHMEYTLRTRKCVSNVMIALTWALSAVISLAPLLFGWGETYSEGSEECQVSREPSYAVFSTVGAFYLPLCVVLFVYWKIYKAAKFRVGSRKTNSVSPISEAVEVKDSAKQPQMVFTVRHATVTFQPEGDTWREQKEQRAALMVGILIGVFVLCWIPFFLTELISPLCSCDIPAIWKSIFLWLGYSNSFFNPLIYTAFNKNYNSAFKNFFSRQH
MITF act: MITF TRPM1 promoter activation in melanoma cells; SK-MEL-5 TRPM1-promoter luciferase, 24 h; % of positive control, neutral wells = 0; activation, % at 12.5 µM; 0.75% of 300,000 active;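 active = mean activation of at least 80% with every replicate also reaching 80%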;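 note: 0% = neutral control wells and 100% = parthenolide positive control wells; values of inactives mirror those of a sister screen read the other way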
Wnt act: activates Wnt/beta-catenin signaling in a reporter cell assay; activation, % at 9.35 µM; activator, plate reader; AID 743398; 1.2% of 300,000 active; in the data active = activation above about 30%, passing the limit was not always enough;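 note: 0% = neutral control wells and 100% = positive control wells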
Rtt109 Vps75: blocks Candida albicans Rtt109/Vps75 acetyltransferase activity; purified Rtt109/Vps75, ThioGlo CoA-SH fluorescence, 4 h; 0.16% of 330,000 active; inhibition, % at 34.9 µM; AID 540336; Q5AAJ8;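 active = inhibition of at least 50% in every replicate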
PvdQ inh: blocks Pseudomonas aeruginosa PvdQ acylase activity. purified PvdQ acylase, fluorescence plate reader. inhibition, % at 10 µM. 0.063% of 340,000 active. AID 488965; in the data active = inhibition above about 30%, passing the limit was not always enough;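 note: 0% = vehicle neutral wells and 100% = reference inhibitor wells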
cardiac RTF act: cardiac RTF calcium sensitization | P19429+P45379 | IANBD-labeled TnC RTF fluorescence at EC20 calcium; 0% EC20 calcium, 100% full calcium | 0.24% of 340,000 active | activation, % at 7.2 µM;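 active = activation above the mean over all tested compounds plus 3 SD, cut at about 30% in these data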;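 note: rise in fluorescence read as greater calcium sensitivity of cardiac thin filaments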
dFosB activator: activators of mouse delta FosB homodimer. 0.99% of 340,000 active. activation, % at 25 µM. purified delta FosB, TAMRA-CDK5 oligo fluorescence polarization; percent of positive-control signal above neutral wells. P13346. AID 493131;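 active = mean activation above about 17%, with every replicate also reaching it, limit read from the data, passing the limit was not always enough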;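 note: fluorescence polarization rise as delta FosB binds a TAMRA Cdk5 AP-1 oligo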
SR-BI uptake up: SR-BI HDL lipid transfer activation | CHO ldlA[mSR-BI] cells, DiI-HDL uptake fluorescence, 3 h; 100 = double the neutral-control signal | activation, % at 12.5 µM | 0.096% of 320,000 active | AID 504775;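 active = mean replicate activation of at least 60% and every replicate at or above 60%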;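 note: 0% = median plate neutral-control signal and 100% = twice that signal; values of inactives mirror those of a sister screen read the other way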
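System: LDL receptor-deficient CHO ldlA cells overexpressing murine SR-BI | Timing: 3 h uptake period with compound, 37 °C | Medium: HEPES-buffered (25 mM, pH 7.4) F12 plus 0.5% BSA | Dosing: Single-point compound dose | Signal: Bottom-read fluorescence, 550/595 nm | Read-out: Retained DiI signal reflecting DiI-HDL uptake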
CDK5 inh: CDK5/p35 (human) kinase inhibition. 0.01% of 330,000 active. AID 488839. Q00535+Q15078. Recombinant CDK5/p35, ADP-Glo luminescence, 60 min. inhibition, % at 10 µM;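 active = highest replicate inhibition of at least 50% and at least 75% of replicates reaching 50%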;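 note: plate controls were DMSO neutral control for no effect and GW8510 at 10 µM for full effect; many of its hits are not listed in these tables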
SR-BI HDL uptake: inhibitors of mouse SR-BI mediated HDL lipid uptake | ldlA[mSR-BI] CHO cells, DiI-HDL uptake fluorescence, 3 h | inhibition, % at 12.5 µM | 0.96% of 320,000 active;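 active = mean replicate inhibition of at least 70% and a set share of replicates each scoring 70 or more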;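 note: 0% = median of neutral control wells and 100% = median of positive control wells; values of inactives mirror those of a sister screen read the other way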
Target sequence (Q61009 whole entry, looked up): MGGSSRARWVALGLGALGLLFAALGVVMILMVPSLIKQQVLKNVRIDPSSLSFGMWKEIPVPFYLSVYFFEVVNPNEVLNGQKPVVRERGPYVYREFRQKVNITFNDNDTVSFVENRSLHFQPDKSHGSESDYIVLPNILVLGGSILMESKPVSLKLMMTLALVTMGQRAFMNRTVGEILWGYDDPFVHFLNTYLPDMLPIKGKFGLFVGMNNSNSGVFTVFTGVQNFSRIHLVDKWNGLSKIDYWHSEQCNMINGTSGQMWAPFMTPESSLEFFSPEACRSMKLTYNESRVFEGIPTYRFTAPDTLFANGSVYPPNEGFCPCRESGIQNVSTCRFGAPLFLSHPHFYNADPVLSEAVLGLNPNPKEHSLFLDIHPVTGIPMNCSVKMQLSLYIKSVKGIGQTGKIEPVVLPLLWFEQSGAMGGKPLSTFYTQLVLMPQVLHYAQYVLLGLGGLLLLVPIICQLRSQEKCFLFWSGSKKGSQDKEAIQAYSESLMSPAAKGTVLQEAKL
* marks the source's active call; other numbers are inactive results; . = no result given.

No. | smiles | HTR5A ag ctr | MITF act | Wnt act | Rtt109 Vps75 | PvdQ inh | cardiac RTF act | dFosB activator | SR-BI uptake up | CDK5 inh | SR-BI HDL uptake
1 | CN(C(=O)c1cccc(NC(=O)Cc2ccc(NC(=O)C3CCCN(C(=O)c4ccccc4)C3)cc2)c1)C1CCCCC1 (stereo unspecified) | 1 | 4 | -1 | -4 | -12 | -8 | -7 | -59 | -1.0 | 59
2 | CCN=C(NC#N)SCc1c(F)cccc1Cl | -1 | 5 | -1 | 3 | -1 | 17 | -10 | 20 | 2.3 | -20
3 | Cc1ccc2[nH]c3c(c2c1)CCN1C(=O)OC(C)(C)C31C (stereo unspecified) | -1 | -2 | 0 | 3 | 1 | 1 | 0 | -21 | -1.3 | 21
4 | COc1ccc(Br)cc1CNC(=O)CCc1nc(-c2ccc(C)cc2)no1 | 3 | -1 | . | -7 | -10 | 0 | 21* | -9 | -1.2 | 9
5 | Cc1ccc2c(c1)C(=O)c1ccccc1CS2=O (stereo unspecified) | 3 | -1 | . | -2 | 0 | -9 | -4 | 22 | 1.8 | -22
6 | CC1CN(C(=O)C(C)OC(=O)c2ccc3ncsc3c2)CC(C)O1 (stereo unspecified) | 0 | -5 | -1 | 6 | 6 | -1 | 2 | 9 | -0.9 | -9
7 | CCOC(=O)c1nn(-c2ccccc2)c(C#N)c1NC(=O)c1nn(CC)cc1Br | 0 | 13 | . | -7 | 8 | -5 | -14 | -36 | 1.3 | 36
8 | CCc1ccccc1NC(=S)N=Nc1c(O)n(C)c2ccc(S(=O)(=O)N3CCOCC3)cc12 | 2 | -14 | -7 | 11 | -14 | -4 | 1 | -27 | 0.9 | 27
9 | Cc1c(-c2cccs2)[n+](=O)c2c(n1[O-])CCCCC2 | 1 | . | 2 | -7 | -11 | 7 | 3 | 11 | -2.1 | -11
10 | NS(=O)(=O)c1cccc(NC(=O)COC(=O)C2(c3cccc(F)c3)CCCC2)c1 | 0 | 9 | . | 10 | 9 | 2 | -2 | -14 | -2.2 | 14
11 | CC1CCN(C(=O)c2[nH]cnc2C(=O)NC2CCN(C(=O)OC(C)(C)C)CC2)CC1 | -1 | -10 | -1 | 1 | 4 | -7 | 2 | 11 | 0.3 | -11
12 | CC(=O)N1CCOc2ccc(S(=O)(=O)NCc3ccc(F)cc3)cc21 | 2 | 1 | -1 | -14 | 1 | -6 | 1 | 29 | -0.6 | -29
13 | CCOc1cc(N2CCOCC2)c(OCC)cc1NC(=O)c1ccc(OC)cc1 | 3 | 0 | -4 | -2 | -13 | 4 | -11 | -45 | 1.0 | 45
14 | O=C(C1CC1)N1CCN(c2ccc(O)cc2)CC1 | 0 | 5 | 0 | 4 | -7 | 2 | -1 | 3 | 0.8 | -3
15 | O=[N+]([O-])c1ccc(N2CCSCC2)cc1O | -2 | . | 0 | . | 10 | -3 | 0 | 12 | 0.0 | -12
16 | COc1ccc(C)cc1NC(=O)C(Sc1nncn1C)c1ccccc1 (stereo unspecified) | -1 | -2 | 0 | -10 | 0 | 1 | 3 | 11 | -1.7 | -11
17 | COC(=O)c1ccc2nccnc2c1 | 2 | 1 | 1 | -1 | -4 | 1 | -3 | 1 | -0.1 | -1
18 | O=C(OCC(=O)N1CCCCCC1)c1ccc(Cl)c(S(=O)(=O)N2CCCC2)c1 | 0 | -2 | 0 | 1 | 7 | 1 | -10 | 3 | -0.5 | -3
19 | COc1ccc(NC(=O)c2cc(-c3ccccc3)on2)cc1OC | 6 | 12 | 2 | -14 | -1 | -8 | -10 | -34 | 1.1 | 34
20 | Cc1ncsc1C(=O)Nc1cccc(C(F)(F)F)c1 | 0 | -2 | -2 | 9 | -18 | 0 | -2 | -21 | 0.8 | 21
21 | O=C1NCCN(Cc2c(F)cccc2Cl)C1CC(=O)N1CCCCO1 (stereo unspecified) | 1 | -7 | . | . | 6 | -7 | -7 | -3 | 0.3 | 3
22 | CCOC(=O)Cn1c(CN2CC(C)OC(C)C2)nc2c1c(=O)n(C)c(=O)n2C (stereo unspecified) | 1 | . | -1 | 1 | -16 | -6 | 6 | 36 | -1.1 | -36
23 | COc1cc(/C=C(\C#N)C(=O)NCC2CCCO2)c([N+](=O)[O-])cc1OC (stereo unspecified) | 0 | 2 | 3 | 15 | 2 | -4 | -4 | 3 | 2.4 | -3
24 | O=C(NC1CC(=O)c2sccc21)c1cccc(C(F)(F)F)c1 (stereo unspecified) | 1 | -1 | -1 | 13 | 19 | 6 | 0 | 20 | -0.5 | -20
25 | CCC1(C)Cc2ccccc2-c2nc(NCCCO)n(C)c(=O)c21 (stereo unspecified) | -5 | . | 3 | 2 | -19 | -10 | -5 | -11 | -1.6 | 11
26 | O=C(COc1ccc(S(=O)(=O)NCc2ccccc2)cc1)NCC1CCCO1 (stereo unspecified) | -4 | -5 | . | 0 | 4 | -1 | -4 | . | -0.2 | .
27 | CN(CC(=O)Nc1ccc(F)cc1)C(=O)CSc1ncccn1 | -1 | 3 | -2 | -3 | -16 | -1 | -7 | 39 | 1.5 | -39
28 | CC(=O)Nc1ccc(NC(=O)c2ccccc2N(C)S(C)(=O)=O)cc1 | -2 | -3 | . | -2 | -10 | 5 | 1 | 29 | 2.5 | -29
29 | CCOC(=O)c1cccc(NC(=O)CCNS(=O)(=O)c2cccc3nonc23)c1 | -2 | -3 | -2 | 5 | -8 | 1 | -1 | -15 | 1.9 | 15
30 | CCCS(=O)(=O)c1c(S(=O)(=O)CCC)c2c(N)cccn2c1C(=O)c1ccc(Br)cc1 | 0 | -16 | . | -2 | 8 | -5 | 10 | . | -0.7 | .
31 | CC(=O)c1cccc(Nc2nc(-c3ccccc3)nc3ccccc23)c1 | 3 | 8 | -1 | -4 | -4 | -2 | -29 | -49 | 0.7 | 49
32 | N#CCc1ccc(NC(=O)c2ccc(CN3CCc4ccccc4C3)cc2)cc1 | 0 | -6 | -1 | -3 | -18 | -3 | 4 | -47 | 1.3 | 47
33 | Cc1ccccc1N1CC(O)(c2ccccc2)[N+]2=C1SCC2 (stereo unspecified) | -4 | 1 | . | -8 | -22 | 3 | -5 | 2 | -0.8 | -2
34 | CC1C(C)N(C(=O)CCl)c2ccccc2N1C(=O)CCl (stereo unspecified) | 8.8* | -90 | -6 | -7 | -4 | 2 | -4 | 12 | 1.0 | -12
35 | Cc1ccc(-c2nn(C)c(=O)c3ccccc23)cc1S(=O)(=O)NCCN(C)C | -3 | 9 | 2 | 16 | 1 | 0 | -6 | -12 | 1.7 | 12
36 | O=C(CSc1nnc2c(Cl)cc(C(F)(F)F)cn12)Nc1ccc2c(c1)OCO2 | 5 | 1 | . | 9 | -12 | -3 | 4 | 14 | -0.4 | -14
37 | CS(=O)(=O)N1CCCC(C(=O)NCCCN2CCOCC2)C1 (stereo unspecified) | 5 | -8 | 0 | -13 | 0 | 2 | -1 | 1 | -1.0 | -1
38 | COc1ccc(NS(=O)(=O)c2cccc(C(=O)N3CCN(c4ccccc4O)CC3)c2)cc1 | 1 | -15 | 1 | 8 | -11 | -2 | -13 | -13 | 0.9 | 13
39 | O=C(Nc1ccccn1)c1sc2cc([N+](=O)[O-])ccc2c1Cl | 0 | . | 13 | 2 | 29 | -8 | -3 | -11 | 1.7 | 11
40 | CS(=O)(=O)C1=C(O)C(=O)N(c2ccccc2)C1c1ccccc1 (stereo unspecified) | 6 | 2 | -4 | 4 | 1 | -1 | -1 | 19 | -0.8 | -19
41 | CCOc1ccc(/C=C/C(=O)OCC(=O)NCCc2ccc(OCC)c(OCC)c2)cc1OC | 0 | 10 | -1 | -4 | -6 | -16 | 5 | -73 | 1.2 | 73*
42 | Cc1ccc(-n2nnc3c(=O)n(CC(=O)N4CCCC4)cnc32)cc1 | 3 | -3 | -2 | 3 | -9 | -4 | -3 | 0 | 0.2 | 0
43 | COC(=O)c1cc2c(ccn2-c2ccc(F)cc2)n1CC(=O)OC(C)C | 2 | -2 | -1 | -10 | -13 | 1 | -10 | -65 | 0.8 | 65
44 | COc1ccc(NC(=O)CCNS(=O)(=O)c2ccc3c(c2)c(=O)n(C)c(=O)n3C)cc1OC | -5 | -16 | -1 | -4 | 4 | 1 | 1 | 34 | 0.7 | -34
45 | CC(C)C(=O)O/N=C1\CCS(=O)(=O)c2sccc21 | 3 | -46 | -1 | 9 | 14 | -5 | -7 | 14 | 1.5 | -14
46 | CCCn1c(N)c(C(=O)COC(=O)/C=C/c2ccc(OC(F)F)c(OC)c2)c(=O)[nH]c1=O | 0 | 6 | 0 | 2 | -10 | -1 | 22* | -39 | 2.3 | 39
47 | Cc1cc(=O)oc2cc(OCC3CC(c4ccccc4Cl)=NO3)ccc12 (stereo unspecified) | -1 | -3 | . | 6 | -16 | 0 | -16 | 5 | -1.7 | -5

Reprinted: entries 41 to 47
No. | smiles | HTR5A ag ctr | MITF act | Wnt act | Rtt109 Vps75 | PvdQ inh | cardiac RTF act | dFosB activator | SR-BI uptake up | CDK5 inh | SR-BI HDL uptake
41 | CCOc1ccc(/C=C/C(=O)OCC(=O)NCCc2ccc(OCC)c(OCC)c2)cc1OC | 0 | 10 | -1 | -4 | -6 | -16 | 5 | -73 | 1.2 | 73*
42 | Cc1ccc(-n2nnc3c(=O)n(CC(=O)N4CCCC4)cnc32)cc1 | 3 | -3 | -2 | 3 | -9 | -4 | -3 | 0 | 0.2 | 0
43 | COC(=O)c1cc2c(ccn2-c2ccc(F)cc2)n1CC(=O)OC(C)C | 2 | -2 | -1 | -10 | -13 | 1 | -10 | -65 | 0.8 | 65
44 | COc1ccc(NC(=O)CCNS(=O)(=O)c2ccc3c(c2)c(=O)n(C)c(=O)n3C)cc1OC | -5 | -16 | -1 | -4 | 4 | 1 | 1 | 34 | 0.7 | -34
45 | CC(C)C(=O)O/N=C1\CCS(=O)(=O)c2sccc21 | 3 | -46 | -1 | 9 | 14 | -5 | -7 | 14 | 1.5 | -14
46 | CCCn1c(N)c(C(=O)COC(=O)/C=C/c2ccc(OC(F)F)c(OC)c2)c(=O)[nH]c1=O | 0 | 6 | 0 | 2 | -10 | -1 | 22* | -39 | 2.3 | 39
47 | Cc1cc(=O)oc2cc(OCC3CC(c4ccccc4Cl)=NO3)ccc12 (stereo unspecified) | -1 | -3 | . | 6 | -16 | 0 | -16 | 5 | -1.7 | -5

High-throughput results (PubChem BioAssay)
